# From PubChem
# KOR beta-arrestin-1: KOR agonists, beta-arrestin recruitment, primary screen, cell-based, luminescence, uHTS (AID 1777). KOR beta-arrestin recruitment, luminescence; higher % means a stronger effect. one-dose activation, % at 10 µM; EC50 in µM for titrated hits. hit rate 0.02% among 280,000; in the data active means activation above about 50%, passing the limit was not always enough; further: a part of the inactive calls stands beside numbers as strong as those of hits
# MgcRacGAP inhibition: MgcRacGAP GTPase-activating activity inhibitors, confirmation, biochemical, ADP Hunter fluorescence | AID 624330 | MgcRacGAP-stimulated Rac1 GTP hydrolysis, ADP Hunter fluorescence; higher % means a stronger effect; GST-tagged Rac1 F28L mutant substrate | inhibition, % at 30 µM; hits with a dose series show IC50 in µM | hit rate 0.6% among 340,000;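 active means first-screen hits whose inhibition reached a set limit at any dose in the follow-up dose series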;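 further: fluorescence reports GDP produced by GAP-driven GTP hydrolysis; strong numbers were not always called active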
# GPR55 LPI antagonism: inhibition of LPI-stimulated GPR55 beta-arrestin translocation – imaging, U2OS, beta-arrestin-GFP, LPI agonist, primary screen (AID 2013); U2OS GPR55 beta-arrestin-GFP translocation imaging, LPI antagonism; higher % means a stronger effect; inhibition, % at 10 µM; hits with a dose series show IC50 in µM; hit rate 0.13% among 290,000;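 active means spots per cell inhibited over 60%, with over 100 cells counted and total cytoplasm intensity under 500,000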;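 further: U2OS cells stably carrying GPR55 and arrestin-GFP stimulated by 5 µM LPI near EC80; imaged beta-arrestin-GFP aggregate spots per cell after agonist stimulation; plate controls were LPI-stimulated DMSO wells for no effect and DMSO wells without LPI for full effect; some results filed as inactive read as strong as hits; confirmed hits need IC50 under 10 µM and bright autofluorescent wells are also inconclusive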
# GPR55 beta-arrestin: GPR55 agonists via beta-arrestin recruitment, primary screen, imaging, U2OS cells, beta-arrestin-GFP redistribution (AID 1961) | one-dose activation, % at 10 µM; EC50 in µM for titrated hits | hit rate 0.048% among 290,000 | U2OS GPR55 beta-arrestin-GFP redistribution imaging; higher % means a stronger effect;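 active means activation above 40% with more than 50 cells counted in the well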;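 further: U2OS osteosarcoma cells stably expressing GPR55 and beta-arrestin-GFP; plate controls were DMSO negative control for no effect and LPI positive control for full effect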
# NTR1 ag: NTR1-driven beta-arrestin-GFP spot formation – imaging, U2OS cells, high content, primary screen (AID 493036). P30989. agonist mode. activation, % at 20 µM. hit rate 0.17% among 330,000;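 active means activation at or above 40% of the spot to cytoplasm intensity ratio, with at least 20 cells analyzed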;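 further: 0% = DMSO without peptide and 100% = 100 nM NTR1 peptide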
# Target sequence (P30989 whole entry, looked up): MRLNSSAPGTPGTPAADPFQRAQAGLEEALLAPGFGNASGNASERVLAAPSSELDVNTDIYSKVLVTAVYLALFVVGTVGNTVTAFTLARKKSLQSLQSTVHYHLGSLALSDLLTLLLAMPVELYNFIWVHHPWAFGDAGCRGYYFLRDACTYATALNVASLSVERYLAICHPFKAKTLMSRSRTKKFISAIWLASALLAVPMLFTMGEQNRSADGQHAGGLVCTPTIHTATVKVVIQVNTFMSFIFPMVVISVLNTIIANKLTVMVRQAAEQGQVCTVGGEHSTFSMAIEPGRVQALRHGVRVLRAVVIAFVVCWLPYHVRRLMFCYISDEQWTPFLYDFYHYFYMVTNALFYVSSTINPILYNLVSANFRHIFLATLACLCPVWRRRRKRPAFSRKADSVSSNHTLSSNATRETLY
# NOD1 inhibition: NOD1 signaling inhibitors, primary screen, cell-based, luminescence, uHTS (AID 1578); NOD1-driven NF-kB luciferase reporter cells, luminescence; higher % means a stronger effect; inhibition, % at 4 µM, or EC50 in µM where a hit was titrated; hit rate 1% among 290,000; in the data active means inhibition mostly above about 36%, no sharp cut-off; inactive means mostly below about 34%;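 further: HEK-293T reporter cells stimulated with the NOD1 agonist gamma-tri-DAP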
# KOR beta-arrestin-2: kappa opioid receptor blockers – cell-based, luminescence, uHTS (AID 1778); hit rate 0.091% among 290,000; KOR beta-arrestin recruitment, luminescence, antagonist mode; higher % means a stronger effect; one-dose inhibition, % at 10 µM; IC50 in µM for titrated hits; in the data active means inhibition above about 50%; further: strong numbers were not always called active
# GPR35 arrestin U2OS: inhibition of zaprinast-stimulated GPR35 beta-arrestin translocation – imaging, U2OS, beta-arrestin-GFP, zaprinast agonist, primary screen (AID 2058). U2OS GPR35 beta-arrestin-GFP translocation imaging, zaprinast antagonism; higher % means a stronger effect. one-dose inhibition, % at 10 µM; IC50 in µM for titrated hits. hit rate 0.052% among 290,000;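 active means inhibition of at least 50% with at least 30 cells and total cytoplasm GFP at most 10,000,000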
# K1F lysis inhibition: protection from phage-mediated lysis, alamar blue read-out – E. coli UTI89, K1F phage, bacterial capsule biogenesis inhibitors (AID 488966). hit rate 0.02% among 340,000. E. coli UTI89 K1F phage lysis, alamar blue, 2 h; higher % means a stronger effect. inhibition, % at 100 µM, or IC50 in µM where a hit was titrated;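 active means phage lysis inhibition, versus mean bacterial control, above a set limit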;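 further: capsule biogenesis inhibitors block K1F phage lysis so surviving cells raise fluorescence; higher fluorescence means more inhibition of phage lysis; actives were called in the ten point dose series up to 300 µM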
# NTR1 ag cell count 20 µM: further read-out of NTR1 ag, marked with its call; cell count; measured here: cell count, cytotoxicity flag
# Starred values were filed as active, the others as inactive; . = no result given; [ ] = remark or other dose.
mol,KOR beta-arrestin-1,MgcRacGAP inhibition,GPR55 LPI antagonism,GPR55 beta-arrestin,NTR1 ag,NTR1 ag cell count 20 µM,NOD1 inhibition,KOR beta-arrestin-2,GPR35 arrestin U2OS,K1F lysis inhibition
CC1CN(C(=O)c2ccc(NS(=O)(=O)c3ccc(F)cc3)cc2)CC(C)O1 (stereo not given),2.8%,5%,10%,-0.1%,0.7,62,-24%,-20%,8%,1.6%[50 µM]
O=C(Nc1c2c(nn1-c1ccccc1)CS(=O)C2)c1ccco1 (stereo not given),-7.0%,7%,-7%,0.7%,-0.8,80,-3%,36%,1%,0.4%
CCCCc1nc2sc3c(SCCN(C)C)ncnc3c2c2c1CCC2,-3.6%,11%,48%,-0.2%,3.4,55,-4%,24%,15%,-0.4%
O=C(CSCc1c(F)cccc1Cl)NCc1cccnc1,1.7%,7%,-7%,0.8%,-1.3,68,22%,-33%,-6%,-0.2%
O=C(CN1CCCCCC1)NN(Cc1ccccc1)c1ccccc1,0.8%,301µM*,-9%,-0.3%,1.5,40,-1%,-2%,-6%,-0.8%
O=c1[nH]c2ccccc2c2nc3ccccn3c12,-5.7%,7%,4%,-0.2%,-0.2,98,-8%,30%,-4%,-0.2%
COc1ccccc1/C=C\C(=O)NCC(=O)N/N=C(\C)Cc1ccccc1,0.0%,0%,2%,-0.2%,-0.9,38,-5%,-2%,8%,0.2%
O=C(COC(=O)c1ccc2c(=O)n3c(nc2c1)CCC3)Nc1ccc(OC(F)F)cc1,-3.2%,6%,10%,-0.2%,-0.8,48,-30%,7%,-8%,-0.9%
O=C(/C=C/c1ccc2ccccc2n1)N1CCN(S(=O)(=O)c2ccccc2F)CC1,-3.6%,12%,9%,0.5%,1.5,66,2%,20%,6%,0.0%
CCN1C(=O)/C(=C/C=C2\N(CC)c3cc(S(=O)(=O)N(C)C)ccc3N2c2ccccc2)SC1=S,-5.9%,12%,22%,0.2%,-3.5,42,0%,39%,62%*,0.2%
COC(=O)c1ccccc1NC(=O)C1CCN(C(=O)Cc2ccccc2)CC1,4.1%,4%,5%,-0.2%,0.9,57,-11%,-7%,-13%,1.2%[50 µM]
O=C(CSCc1cnn(-c2ccccc2)c1-n1cccc1)NCc1cccnc1,4.5%,0%,-18%,-0.3%,0.5,51,61%*,34%,-4%,-0.4%
CCOCCCn1c(=N)c(S(=O)(=O)c2ccccc2)cc2c(=O)n3cc(C)ccc3nc21,-3.2%,6%,-9%,-0.1%,0.7,43,19%,-26%,-14%,0.2%
CCN=C1SC(C(=O)Nc2cccc(C)c2)CC(=O)N1CC (stereo not given),4.7%,5%,-1%,0.0%,-0.2,63,-24%,-36%,-7%,-1.6%
COc1ccc(S(=O)(=O)N2CCCOC2CNC(=O)C(=O)NCCc2ccco2)cc1 (stereo not given),0.5%,6%,8%,0.0%,-0.6,66,-31%,6%,3%,0.9%

# Three of the entries above in order of the MgcRacGAP inhibition value, rising.
compound | MgcRacGAP inhibition
O=C(CSCc1cnn(-c2ccccc2)c1-n1cccc1)NCc1cccnc1 | 0%
COc1ccc(S(=O)(=O)N2CCCOC2CNC(=O)C(=O)NCCc2ccco2)cc1 (stereo not given) | 6%
O=C(CSCc1c(F)cccc1Cl)NCc1cccnc1 | 7%

# Other entries.
mol,KOR beta-arrestin-1,MgcRacGAP inhibition,GPR55 LPI antagonism,GPR55 beta-arrestin,NTR1 ag,NTR1 ag cell count 20 µM,NOD1 inhibition,KOR beta-arrestin-2,GPR35 arrestin U2OS,K1F lysis inhibition
O=S(=O)(CCSc1nc2ccccc2s1)c1nc2ccccc2s1,-2.6%,6%,12%,0.0%,1.2,102,99%*,10%,-2%,-0.5%
Cc1ccc(C(=O)NN2C(=O)C3C4c5ccccc5C(c5ccccc54)[C@@H]3C2=O)cc1 (stereo not given in full),1.5%,3%,2%,-0.1%,-0.9,34,-18%,48%,-2%,2.6%
CCOc1ccc(-c2csc(NC(=O)C3CCCO3)n2)cc1 (stereo not given),-3.1%,9%,20%,-0.2%,0.3,50,-29%,-12%,17%,6.6%
CCOC(=O)[C@@H]1[C@H]2COc3cc(OC)ccc3[C@@H]2N2C(=O)N(c3ccc(Cl)cc3)C(=O)[C@@]12C,1.1%,9%,1%,0.0%,1.2,41,-31%,8%[20 µM],8%,1.5%
COCCNC(=O)C(c1cccs1)N(Cc1ccccc1)C(=O)Cn1nnc2ccccc21 (stereo not given),4.5%,5%,-12%,-0.1%,-1.6,69,-4%,-1%,1%,4.6%
O=C(Nc1ccc(COc2ccccc2)cc1)Oc1ccccc1N1CCOCC1,-2.8%,17%,-2%,0.4%,0.9,46,-6%,16%,9%,0.7%
Cc1ccc(CC(=O)NCCS(=O)c2ccc(Cl)cc2)cc1 (stereo not given),-1.3%,0%,12%,-0.2%,0.3,61,9%,-15%,6%,-0.6%
COc1ccc(NC(=O)CSc2nccn2-c2ccccc2)cc1,-1.3%,2%,4%,-0.2%,0.0,66,-24%,30%,-5%,0.1%
O=C(Cc1cccs1)NNC(=S)NC(=O)c1ccc(F)c(F)c1,3.4%,8%,6%,0.5%,-0.6,66,-15%,-23%,5%,2.7%[50 µM]
CCCCCCOc1ccc(N2C(=O)CC(N3CCN(CCN=CC4=C(O)CC(C)(C)CC4=O)CC3)C2=O)cc1 (stereo not given),-0.4%,2%,8%,-0.3%,1.9,39,-29%,-15%[20 µM],-3%,0.1%
O=C(c1ccccc1)N1CCN(S(=O)(=O)c2cccs2)CC1,3.3%,1%,3%,-0.1%,-1.1,64,-21%,-5%,-6%,1.0%[50 µM]
COc1cccc(C(=O)Oc2cc(C)[nH]c(=O)c2[N+](=O)[O-])c1,-2.7%,5%,-4%,0.0%,0.0,84,-11%,-9%,-1%,0.7%
Cc1cc(C(=O)Nc2ccc(S(=O)(=O)N3CCCC3)cc2)no1,-0.8%,16%,9%,-0.1%,0.7,61,-20%,11%,3%,0.2%
Cc1nc2oc3ccccc3c(=O)c2cc1C(=O)O,-0.3%,4%,11%,0.0%,-1.1,46,-4%,-22%,-6%,0.1%
c1ccc2oc(-c3ccc(Nc4nc(N5CCCCC5)nc(N5CCOCC5)n4)cc3)nc2c1,-1.1%,.,13%,-0.2%,5.2,56,-6%,-23%,5%,.
CC(C)(O)C(=O)NN(C(=O)c1ccccc1)c1cccc(Br)c1,3.2%,3%,6%,0.2%,0.0,48,6%,7%,4%,0.7%
CCOC(=O)c1c(NC=O)sc2c1CCC2,0.6%,3%,0%,0.0%,1.8,68,1%,-25%,-14%,2.8%[50 µM]
CC1=C(C(=O)OC2CCCCC2)C(c2ccccc2F)NC(=O)N1 (stereo not given),5.8%,7%,-2%,0.0%,0.8,78,-10%,-33%,7%,-0.3%[50 µM]
Cc1ccc(NS(=O)(=O)c2ccc3oc(=O)ccc3c2)cc1Cl,-6.5%,-4%,1%,0.4%,.,.,32%,-18%[20 µM],5%,-1.4%
COc1cccc(OC)c1OC(=O)c1cnccn1,-2.0%,11%,-20%,-0.1%,-1.0,58,-18%,-10%,18%,0.1%
COCCN(Cc1cc2cc(C)cc(C)c2nc1Cl)C(=O)Nc1ccccc1,-0.5%,2%,-7%,-0.2%,2.8,54,1%,-8%,-4%,0.9%
CC1(C(=O)Nc2nccs2)Cc2ccccc2C(=O)O1 (stereo not given),-0.1%,9%,17%,0.2%,2.5,62,.,8%,-1%,4.5%
COc1cc([N+](=O)[O-])ccc1NC(=O)Cc1ccccc1,0.0%,4%,7%,-0.1%,0.1,52,-15%,0%[20 µM],-3%,0.0%
CCS(=O)(=O)NCCc1cc2ccc(C)cc2[nH]c1=O,-1.0%,9%,-7%,-0.1%,3.0,62,3%,7%,13%,1.1%[50 µM]
CCN(CC)S(=O)(=O)c1ccc(NN=C2CCN(C)CC2)c([N+](=O)[O-])c1,-3.5%,-2%,16%,0.3%,1.0,45,-21%,6%,4%,0.2%
CCO[C@@H]1OC(C(=O)N2CCN(Cc3ccc4c(c3)OCO4)CC2)=C[C@H](C2CCCCC2)[C@H]1CCCO,4.8%,10%,11%,-0.2%,-2.8,95,-14%,-16%,-14%,-0.8%
O=C(CCN1C(=O)c2ccccc2S1(=O)=O)Nc1cccc2ccccc12,-3.2%,12%,8%,-0.1%,0.8,50,-19%,-10%[20 µM],-9%,-0.1%
COc1ccc(CCNC(=O)Cc2cccs2)cc1OC,.,4%,3%,-0.1%,-1.1,102,-7%,-1%[20 µM],10%,-0.6%
Cc1oc(/N=C/c2ccc(O)cc2O)c(C#N)c1C,-0.2%,11%,8%,0.0%,-2.3,93,-7%,-12%,-10%,0.2%
CCCCn1c(N)c(Sc2ccccc2)c(=O)[nH]c1=O,-1.9%,15%,10%,0.0%,0.9,75,-2%,2%,-10%,-5.4%
O=c1cc(/C=C/c2ccccc2)oc2c1ccc1ccccc12,4.8%,7%,-6%,0.1%,26,78,-6%,-21%,-5%,1.7%[50 µM]
Cc1ccc(NC(=O)CSc2nnc(CSc3nc(C)cc(C)n3)n2Cc2ccco2)c(C)c1,-2.3%,2%,8%,-0.1%,1.9,94,.,29%,-17%,-0.2%
CCc1ccccc1NC(=O)c1ccccc1N1C(=O)C2C3C=CC(C3)C2C1=O (stereo not given),5.2%,6%,-16%,-0.1%,-1.5,39,22%,-32%,-1%,1.0%[50 µM]
C/C(=N\NC(=O)COc1ccccc1)c1cccs1,-5.4%,-4%,1%,-0.2%,-0.3,56,-40%,16%,12%,1.7%
Cc1ccc(C)c(NS(=O)(=O)c2c(C)nc3sccn3c2=O)c1,-2.0%,18%,4%,-0.1%,-2.3,50,0%,9%[20 µM],-11%,-0.5%
Cc1ccc(N2CCN(C3=NC(=O)C(Cc4ccccc4)S3)CC2)cc1 (stereo not given),1.1%,6%,7%,-0.2%,2.7,33,-29%,-12%,-8%,1.6%
COc1cccc(N2CCN(C(=O)CCCCCn3c(=S)[nH]c4cc5c(cc4c3=O)OCO5)CC2)c1,-1.0%,15%,16%,-0.2%,-0.5,53,-11%,-14%,-4%,0.3%
Cc1c(C(=O)N2CCC(C)CC2)cccc1[N+](=O)[O-],0.9%,4%,0%,-0.3%,-0.3,61,-17%,-3%[20 µM],8%,0.1%
COC(=O)C1=C(C(=O)OC)C2(OC1c1cccc(F)c1)C(=O)c1ccccc1C2=O (stereo not given),4.4%,1%,-3%,0.1%,-0.3,39,-6%,6%,-10%,3.6%

# These rows are one share of the data; the hit share may differ from the screen's.
